# A549 viability: counter-screen for Nrf2 inhibitors: cytotoxicity in A549 cells; Potency, µM (titrated, usually from 46 µM), inactives show at the top dose activity change, negative = cytotoxicity, usual class: inhibitors; AID 504648; hit rate 0.16% among 390,000; A549 ARE-Fluc cells, CellTiter-Fluor viability, 18-24 h; also: potency is read from the fitted curve at half-maximal effect; % is scaled to controls: 0 for no effect and ±100 for the full control effect
#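 Cytotoxicity counterscreen: CellTiter-Fluor fluorescence was measured in A549 ARE_Fluc cells after 18-24 h of compound exposure in a concentration series. The subsequent BugLite luminescent read reports ARE-luciferase activity.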
# HepG2 viability: kills HepG2 cells in TGF-b inhibitor counter-screen; HepG2 CAGA-GFP viability, ATP luminescence, 18 h; Potency, µM (series often up to 46.1 µM), without a hit: top-dose activity change, negative = cytotoxicity, hits mostly cytotoxic; hit rate 0.76% among 410,000; also: potency is read from the fitted curve at half-maximal effect; some results filed as inactive show a strong effect at the top dose
#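 CellTiter-Glo luminescence gave cytotoxicity after 18 hours at 37 degrees C. The cells were HepG2 CAGA-GFP in 1% FBS DMEM, stimulated with 500 pg/mL TGF-beta after compound addition. %Activity was normalised to no-cell wells (complete cell-killing) and DMSO (no toxicity), and curves were fitted and classified.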
# MmCpn inh: inhibitors of Methanococcus maripaludis chaperonin (MmCpn); purified Mm-Cpn ATPase, ADP Transcreener TR-FRET; Potency, µM (series often up to 76.9 µM), for the others: at the highest dose activity, negative = inhibition, usual class: inhibitors; hit rate 0.031% among 330,000; AID 504842; also: potency is read from the fitted curve at half-maximal effect; % is scaled to controls: 0 for no effect and ±100 for the full control effect; nearly all actives have a fitted effect of over 80% in size
#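 TR-FRET (320 nm excitation; 590 and 665 nm emission) reports ADP made from 10 uM ATP by 25 nM enzyme; compounds were preincubated 10 min, reaction run 30 min, both at 37°C.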
# TGFb inhibitor: inhibitors of TGF-b signaling. HepG2 CAGA-GFP TGF-b/SMAD3 reporter, GFP fluorescence, 18 h; TGF-beta stimulated, 500 pg/mL final. Potency, µM (highest dose often 46.1 µM), inactives show at the highest dose activity, negative = inhibition, most hits filed as inhibitors. hit rate 1.2% among 410,000. AID 588855; also: potency is read from the fitted curve at half-maximal effect; % is scaled to controls: 0 for no effect and ±100 for the full control effect; nearly all actives have a fitted effect of over 65% in size
#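 HEPG2 CAGA-GFP cells (1000/well, DMEM with 1% FBS) were pre-incubated 2 h at 37 degrees C, given compound by pin tool, then stimulated with TGF-beta at 500 pg/mL final for 18 h before per-cell GFP fluorescence imaging.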
# Nrf2 activator: activators of Nrf2 (ARE) signaling; Potency, µM (top dose mostly 46.1 µM), inactives show at the highest dose activation, usual class: activators; AID 624171; hit rate 0.31% among 410,000; AREc32 ARE-luciferase reporter (MCF7-derived line), luminescence, 24 h; also: potency is read from the fitted curve at half-maximal effect; % of control where 0% means no effect; nearly all actives have a fitted effect of over 65% in size
#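 Nrf2 activation is followed as ARE-luciferase induction in the AREc32 line after one day of compound treatment; luminescence is read with Steady-Glo.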
# S2 tox: viability counter-screen for ATXN expression inhibitors; Potency, µM (titrated, usually from 56.7 µM), most hits filed as cytotoxic; AID 651635; hit rate 0.49% among 400,000; S2 cells (HEK-293 line with an ATXN2-luciferase reporter) viability, CellTiter-Fluor protease fluorescence, 24 h; also: potency is read from the fitted curve at half-maximal effect; nearly all actives have a fitted effect of over 40% in size
# Nrf2 inh: Nrf2 pathway inhibition; hit rate 2.1% among 360,000; Potency, µM (top dose mostly 46 µM), inactives show at the top dose activity change, negative = inhibition, actives largely listed as inhibitors; AID 504444; A549 ARE-Fluc reporter, luciferase luminescence, 18-24 h; also: potency is read from the fitted curve at half-maximal effect; % is scaled to controls: 0 for no effect and ±100 for the full control effect; nearly all actives have a fitted effect of over 60% in size
#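 Quantitative HTS in A549 cells stably bearing an antioxidant response element-firefly luciferase construct. Inhibition of Nrf2-driven transcription was scored by luminescence after 18-24 h of compound exposure at 37 °C.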
# CCT chaperon mod: modulators of cytosolic chaperonin (CCT/TRiC) activity; purified chaperonin ATPase assay, HTRF ADP detection, 30 min; activity change, % (no concentration beside the values), hits read low; hit rate 0.3% among 360,000; AID 651819; in the data active = activity change below about -30%; also: % is scaled to controls: 0 for no effect and ±100 for the full control effect
#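 Enzyme 40 or 20 nM (batch-dependent) in Tris pH 7.4/KCl/MgCl2/DTT; cpd 76 uM single point; ATP 10 uM; 30 min 37 °C; Transcreener ADP HTRF detection, 30 min RT; ratio 665/615.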
# Akt phos inh: inhibitors of Akt phosphorylation; activity change, % for hits at 50 µM; Neuro2A IGF-stimulated pAkt S473 HTRF, 20 min; stronger effect = lower value; AID 651550; hit rate 0.32% among 360,000; in the data active = activity change below about -80%; inconclusive = mostly about -51% to -80%; also: % is scaled to controls: 0 for no effect and ±100 for the full control effect
#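 Single-point screen (50 µM final compound) in Neuro2A cells stimulated 20 min with 6 nM IGF at 37 deg C. After lysis, Ser473-phosphorylated Akt read by HTRF (ex 330 nm, em 615/665 nm) as the 665/615 ratio.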
# * marks the source's active call; other numbers are inactive results; i = inactive; u = inconclusive; x = no result given; & = joins results of further samples; [ ] = remark or other dose. Unless noted, calls follow the shape of the dose curve; as a rule, active = well fitted curve in the direction sought with a large enough effect; inconclusive = small, poorly fitted or top-dose-only effect, or another doubt; inactive = no such curve, though single readings can be large; an effect the other way counts as inactive or inconclusive.
SMILES,A549 viability,HepG2 viability,MmCpn inh,TGFb inhibitor,Nrf2 activator,S2 tox,Nrf2 inh,CCT chaperon mod,Akt phos inh
CCc1ccc(C(=O)COC(=O)c2ccc(-c3nnc(-c4ccccc4)o3)cc2)cc1,0%,-25%,2%,0%,0.4%,i,u,-0.4,i
Cc1nc2ccccc2n1CC(O)COCC1CC=CCC1 (configuration not stated),-16%,-41%,1%,u,4.0%,i,u,2.0,i
CCN(CCCNC(=O)c1ccc(Sc2ccc(Cl)cc2)c(NC(C)=O)c1)c1ccccc1,-18%,-1%,x,u,2.9%,x,x,x,x
Cc1ccc(S(=O)(=O)N2[C@@H](c3cccc(Cl)c3)C(C(=O)O)=CC[C@H]2c2ccc(Cl)c(Cl)c2)cc1,-17%,-43%,0%,16µM*,-0.4%,u,-31%,-0.9,i
Cc1ccc(CN2CC(N3CC=CC3)CS2(=O)=O)cc1 (configuration not stated),x,-24%,x,-5%,0.3%,i,x,-1.0,i
O=C(COC(=O)c1c(Cl)ccc(Cl)c1Cl)NC(=O)NCc1ccccc1,-1%,-15%,3%,u,0.2%,i,-8%,0.3,i
O=C(NC1CCN(S(=O)(=O)c2cccc(Cl)c2)CC1)C1CCCCC1,0%,5%,2%,10%,-0.6%,i,0%,-0.5,i
CSCCC(NC(=O)c1ccc(Cl)cc1)C(=O)OCC(=O)c1ccc[nH]1 (configuration not stated),0%,9%,2%,-7%,0.9%,i,4%,3.2,i
CCC(=O)Nc1nnc(S(=O)(=O)N(CC)c2cc(C)cc(C)c2)s1,6%,-11%,2%,-2%,-0.5%,i,2%,-4.6,i
Cc1ccc2oc(C(=O)N3CCN(CC(=O)NC(C)C)CC3)c(C)c2c1,-4%,6%,-3%,-1%,0.1%,i,-1%,0.7,i
O=C(c1cc(-c2cccc3ccccc23)nc2ccccc12)N1CCN(CCO)CC1,1%,-16%,0%,22%,-0.6%,i,u,2.8,i
O=C1CCN(Cc2cccnc2)CCN1[C@H](CO)c1ccccc1,-6%,-2%&-1%,1%,-2%&-8%,0.0%,i,-4%,0.8,i
COc1ccccc1N1CCN(C(=O)c2ccc(N3CCCCS3(=O)=O)cc2)CC1,2%,0%,0%,-1%,0.1%,i,u,-0.5,i
CCOc1ccc(NC(=O)CN(C)C(=O)CCc2ccccc2Cl)cc1OCC,0%,-3%,0%,-13%,-0.4%,i,3%,-1.4,i
Brc1cc2c(cc1-c1nc3ccccc3s1)OCO2,-9%,-13%,u,10%,6.8%,i,15%,1.0,i
COc1ccc(CCN=C(N)NS(=O)(=O)c2ccc(F)cc2)cc1,-14%,-15%,1%,-12%,3.4%,i,u,-0.7,i
CC(=O)NCC(=O)N(c1c(C)n(C)n(-c2ccccc2)c1=O)C1(C(=O)NC2CCCC2)CCCCC1,7%,-2%,-4%,4%,-0.1%,i,14%,2.2,i
CSc1nsc(SCC(=O)Nc2ccccc2C(N)=O)n1,7%,4%,0%,15%,13%,x,u,-2.4,i
CCN(CC)CCCNC(=O)c1cc(-c2ccc3c(c2)OCO3)on1,12%,1%,2%,-12%,-1.0%,i,u,1.9,i
CCOC(=O)C1(Cc2ccccc2)CCN(Cc2ccon2)CC1,2%,-2%,-1%,6%,0.5%[9.22 µM],i,-21%,0.3,i
OC(CNCCc1ccc(C(F)(F)F)cc1)COc1cccc2ccccc12 (configuration not stated),28%,-114%,0%,u,-4.6%,u,5%,-0.2,i
CCOc1ccccc1Nc1nc2ccccc2n1C(C)C,3%,-13%,-5%,-1%,-0.5%,i,16%,1.8,i
O=C(CSc1nnc2ccccn12)NNC(=O)c1cccc(Cl)c1,3%,2%,3%,27%,0.3%,i,-16%,-2.7,i
Cc1nn(C(=O)c2cccc(F)c2)c(C)c1S(=O)(=O)N1CCCCCC1,-6%,5%,x,-8%,-1.1%,i,x,x,x
CC1CCCN(c2nc3c(c(=O)n(C)c(=O)n3C)n2CCSc2nc3ccccc3s2)C1 (configuration not stated),-13%,-8%,0%,-6%,-0.8%,i,u,1.1,i
COc1cccc(C(=O)Nc2nnc(S(=O)(=O)N(C)c3ccccc3)s2)c1,-14%,-14%,1%,-15%,-0.6%,i,-29%,0.3,i
Cc1ccc(COc2cccc(/C=N/NC(=O)c3nnn(-c4nonc4N)c3C)c2)cc1,0%,-35%,0%,11%,1.9%,i,u,-3.2,i
CCCOc1cccc(C2C(C(=O)c3ccco3)=C(O)C(=O)N2c2nnc(C)s2)c1 (configuration not stated),-19%,-10%,-10%,2%,-0.8%,i,1%,-2.9,i
C#CCOC(=O)CCCN1C(=O)c2cccc3cccc(c23)C1=O,x,-50%,x,-2%,8.7%,i,x,2.0,i
CCOC(=O)CSc1nnc(CSc2nc3sc4c(c3c(=O)[nH]2)CCC4)n1-c1ccccc1,-2%,1%,-2%,1%,-0.3%,i,10%,-1.0,i
N=c1n(CCO)c2ccccc2n1Cc1ccccc1Cl,-10%,-26%,-8%,-6%,0.3%,i,u,-0.9,i
Cc1ccc(C(C(=O)NC2CCCC2)N(Cc2cccnc2)C(=O)c2snc(C(N)=O)c2N)o1 (configuration not stated),-12%,-14%,-1%,u,0.1%,i,14%,0.6,-119%*
Cc1ccc(NC(=O)N(Cc2cccnc2)Cc2ccco2)cc1C,-11%,2%,-2%,14%,0.2%,i,-17%,3.0,i
COC(=O)CSc1nnc(-c2ccc(S(=O)(=O)N3CCC(C)CC3)cc2)o1,10%,10%,0%,-34%,-0.9%,i,u,-1.0,i
CCOc1ccccc1NC(=S)NC(=O)CCCOc1ccc(Cl)cc1Cl,-2%,-13%,1%,u,1.7%,i,u,0.0,i
Cc1cc(N2CCN(S(=O)(=O)c3ccc(C)c(C)c3)CC2)c2ccccc2n1,u,-30%,-2%,u,0.5%,i,x,-1.3,x
COc1ccc(CC(=O)NNC(=O)c2ccncc2)cc1,4%,-16%,1%,2%,-0.7%,i,-23%,-6.0,i
CCN(C)C1CN(Cc2cn(Cc3ccc(OC)cc3)nn2)S(=O)(=O)C1 (configuration not stated),x,x,x,x,-0.3%,i,x,0.7,i
CC(C)C[C@@H](C(=O)N[C@@H](C(=O)O)c1ccccc1)N1C(=O)N2CCc3c([nH]c4ccccc34)[C@@]2(C)C1=O,9%,-2%,0%,10%,0.3%,i,-5%,-4.2,i
Cn1c(-c2ccc(Cl)cc2)ccc(C#N)c1=O,-8%,6%,-11%,1%,-0.1%,i,4%,0.4,i
CN(c1ccc(OCC(=O)OCC(=O)NC2CCCC2)cc1)S(=O)(=O)c1ccc2ccccc2c1,3%,-9%,-2%,0%,2.7%,i,1%,-2.6,i
Cc1cc(Br)ccc1NC(=O)CNC(=O)Cn1ncc(Cl)c(Cl)c1=O,2%,-9%,-20%,-11%,u,3.4µM*,9%,1.6,i
COc1ccc(N2CCN(C(=O)c3ccccc3N(C)S(=O)(=O)c3ccc(C)cc3)CC2)cc1,-2%,13%,4%,-3%,1.7%,i,-14%,1.4,i
Cc1cn(C)c(CC(=O)NCc2ccc(F)cc2)c1C(=O)O,0%,-6%,x,0%,-0.5%,i,x,x,x
CC(C)CNC(=O)COC(=O)c1cc(Cl)cc(Cl)c1N,-1%,-9%,-2%,-14%,0.2%,i,-19%,1.6,i
O=C(N/N=C/c1cccc([N+](=O)[O-])c1)c1ccc(COc2ccccc2-c2ccccc2)cc1,8%,3%,1%,-8%,-0.6%,i,-22%,-1.3,i
O=C(O)CCCNC(=O)CC1S/C(=N/N=C/c2ccccc2O)NC1=O (configuration not stated),0%,4%,-2%,-1%,-2.3%,i,3%,-0.4,i
Cn1cccc1-c1nc2ccc(NC(=O)c3cccs3)cc2[nH]1,-14%,-28%,-4%,8%,3.3%,i,18µM*,-0.3,i
Clc1ccccc1CN1CCN(c2ncccn2)CC1,9%,6%,1%,-1%,0.2%,i,-6%,2.7,i
O=C(CSc1ccc(Cl)cc1)N1CCN(c2ncc(C(F)(F)F)cc2Cl)CC1,-15%,-4%,1%,17%,0.2%,i,21µM*,-1.5,i

# (continued)
SMILES,A549 viability,HepG2 viability,MmCpn inh,TGFb inhibitor,Nrf2 activator,S2 tox,Nrf2 inh,CCT chaperon mod,Akt phos inh
O=C(c1cc(COc2ccc(F)cc2F)on1)N1CCCC(c2ccccc2)C1 (configuration not stated),2%,-7%,-2%,-7%,6.0%,i,u,0.1,i
CCN(CC)C(=O)c1ccc(-c2cccs2)s1,13%,-10%,-6%,-16%,u,i,22%,2.2,i
Cc1cccc(N(C(=O)CNC(=O)c2ccco2)C(C(=O)NC2CCCC2)c2cccnc2)c1 (configuration not stated),1%,-5%,0%,-11%,-0.9%,i,12%,-2.2,i
CCOC(=O)c1cc(C#N)c(Oc2ccccc2OC)nc1-c1ccccc1,-13%,-36%,0%,-21%,4.2%,i,-71%,1.1,i
Cc1ccc(NC(=O)COC(=O)/C=C/c2cccs2)cc1,-4%,-8%,0%,-9%,4.1%,i,-1%,-1.6,i
CCN(CC(=O)Nc1ccc(S(=O)(=O)N2CCCC2)cc1)Cc1ccccc1,0%,4%,3%,-9%,0.1%,u,-7%,-2.7,i
CC1(C)Cc2ccccc2-c2nc(NCCCO)[nH]c(=O)c21,0%,-11%,-2%,-3%,3.4%,i,-7%,1.0,i

# Some of these compounds in order of their number in Nrf2 activator, highest first.
compound	MmCpn inh	TGFb inhibitor	Nrf2 activator	Nrf2 inh	CCT chaperon mod	Akt phos inh
O=C(c1cc(COc2ccc(F)cc2F)on1)N1CCCC(c2ccccc2)C1 (configuration not stated)	-2%	-7%	6.0%	u	0.1	i
Cc1ccc(NC(=O)COC(=O)/C=C/c2cccs2)cc1	0%	-9%	4.1%	-1%	-1.6	i
CCN(CC(=O)Nc1ccc(S(=O)(=O)N2CCCC2)cc1)Cc1ccccc1	3%	-9%	0.1%	-7%	-2.7	i

# Bioassay records from PubChem BioAssay.
